Screens as filed in PubChem.
HT1080 IDH1KD tx: qHTS for induction of synthetic lethality in tumor cells producing 2HG: qHTS for the HT-1080-IDH1KD cell line; Potency, µM (titrated, usually from 46.1 µM), without a hit: at the top dose activity, negative = toxicity, actives largely listed as cytotoxic; HT-1080 IDH1 knockdown viability, ATP luminescence, 48 h; hit rate 2% among 360,000;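 further: potency means the concentration at half of the fitted maximal effect; 0% = DMSO wells and -100% = cell-free medium wells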
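IDH1KD HT-1080 cells, 750/well, RPMI + 5% FBS; compound pinned after 2 h settling; 48 h, 37 °C; CellTiter-Glo luminescence; % activity normalised to DMSO and no-cell wells; curves fitted, classed by r2 and efficacy.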
IL-1B inflam inh: qHTS for Inhibitors of Inflammasome Signaling: IL-1-beta AlphaLISA Primary Screen | THP-1 LPS/ATP IL-1B secretion, AlphaLISA, 16 h; active compounds read low | activity change, % at 57.5 µM | hit rate 4.7% among 360,000; in the data active means activity change below about -50%; inconclusive means mostly about -30% to -49%; further: on the % scale 0 is the no-effect control and ±100 the full control effect
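THP-1 cells pretreated 1 hr with compounds (up to 57.5 uM final), then stimulated with LPS (250 ng/mL final) plus ATP (1.25 mM final); secreted IL-1B measured by AlphaLISA after 16 hr, decreased signal indicating inhibition.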
HT1080-NT tox: qHTS for induction of synthetic lethality in tumor cells producing 2HG: qHTS for the HT-1080-NT fibrosarcoma cell line; Potency, µM (doses to about 46.1 µM), for the others: at the top dose activity, negative = less viability, actives largely listed as cytotoxic; hit rate 1.6% among 360,000; AID 686970, 2013; HT-1080-NT fibrosarcoma viability, CellTiter-Glo ATP luminescence, 48 h;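 further: NT is the 2HG producing partner of a matched IDH1 knockdown line; potency means the concentration at half of the fitted maximal effect; 0% = DMSO-treated cells and -100% = media-only wells without cells; nearly all actives have a fitted effect of over 55% in size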
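Viability of the 2HG-overproducing fibrosarcoma line after 48 hours of compound exposure at 37 degrees C was determined by luminescence with CellTiter-Glo, and concentration-effect curves were then fitted and categorized.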
MCF10A rerep: A quantitative high throughput screen for small molecules that induce DNA re-replication in MCF 10a normal breast cells | Potency, µM (top dose mostly 46.1 µM), for inactives: top-dose activity, positive = re-replication, usual class: activators | AID 624296, 2012 | MCF 10A DNA re-replication, Hoechst nuclear intensity, 48 h | hit rate 2.9% among 350,000; further: potency means the concentration at half of the fitted maximal effect; % of control where 0% means no effect; nearly all actives have a fitted effect of over 50% in size
KB-3-1 tox: qHTS assay for MDR1-selective chemotherapeutics: Primary screen using the parental adenocarcinoma cell KB-3-1. KB-3-1 viability, CellTiter-Glo ATP luminescence, 72 h. hit rate 1.4% among 400,000. AID 1347075, 2019. Potency, µM (highest dose often 46.1 µM), for the others: top-dose activity change, negative = cytotoxic, hits mostly cytotoxic; further: potency means the concentration at half of the fitted maximal effect; on the % scale 0 is the no-effect control and ±100 the full control effect; nearly all actives have a fitted effect of over 60% in size
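Viability of parental KB-3-1 cells, measured by CellTiter-Glo luminescence, followed a 72 h incubation at 37 °C with pinned compounds in phenol-red-free DMEM containing 10% FBS.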
SW480 rereplic: A quantitative high throughput screen for small molecules that induce DNA re-replication in SW480 colon adenocarcinoma cells; Potency, µM (titrated, usually from 46.1 µM), for inactives: at the top dose re-replication activation, hits mostly activators; hit rate 1.8% among 340,000; SW480 DNA re-replication, Hoechst DNA content imaging, 48 h; further: potency means the concentration at half of the fitted maximal effect; % of control where 0% means no effect; nearly all actives have a fitted effect of over 55% in size
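Image-based DNA-content assay: after two days of treatment, nuclei were labelled with the DNA dye Hoechst and imaged, and hits were compounds raising the count of nuclei showing high fluorescence intensity.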
KB-V1 MDR tox: qHTS assay for MDR1-selective chemotherapeutics: Primary screen using the drug-selected MDR subline cells KB-V1. KB-V1 MDR cells viability, CellTiter-Glo, 72 h. Potency, µM (titrated, usually from 46.1 µM), for inactives: at the highest dose activity change, negative = cytotoxicity, most hits filed as cytotoxic. hit rate 3.4% among 400,000. AID 1347076, 2019; further: potency means the concentration at half of the fitted maximal effect; on the % scale 0 is the no-effect control and ±100 the full control effect; nearly all actives have a fitted effect of over 60% in size
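Cytotoxicity toward P-gp-expressing KB-V1 cells was determined as loss of CellTiter-Glo luminescence after 72 h at 37 degrees C. Compounds were tested in quantitative HTS format across a concentration range, with curves fitted to normalized data.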
D3 ag: qHTS of D3 Dopamine Receptor Agonist: qHTS; D(3) dopamine receptor (Homo sapiens), P35462; D3R DiscoveRx beta-arrestin cells, luminescence, 90 min; max activation, %; hit rate 0.58% among 410,000; AID 652048, 2013; in the data active means max activation above about 30%; further: 0% is about no effect; mostly tested at two doses, the higher about 12 µM
Target sequence (P35462 whole entry, looked up): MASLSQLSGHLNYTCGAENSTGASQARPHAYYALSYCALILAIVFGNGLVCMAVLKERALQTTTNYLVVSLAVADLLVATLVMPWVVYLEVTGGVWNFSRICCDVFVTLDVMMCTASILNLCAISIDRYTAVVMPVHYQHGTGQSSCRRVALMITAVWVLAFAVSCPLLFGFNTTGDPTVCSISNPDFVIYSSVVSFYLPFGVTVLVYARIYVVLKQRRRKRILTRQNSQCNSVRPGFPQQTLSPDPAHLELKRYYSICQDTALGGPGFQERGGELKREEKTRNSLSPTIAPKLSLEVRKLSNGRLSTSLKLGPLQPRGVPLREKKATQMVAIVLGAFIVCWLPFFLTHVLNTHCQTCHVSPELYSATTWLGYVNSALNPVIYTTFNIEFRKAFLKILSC
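Cells at 1500/well, incubated overnight, then treated with pinned compounds (dopamine as control) for 90 min at 37 degrees C. DiscoveRx reagent added for 30 - 60 minutes at room temperature; luminescence read.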
GLP1R cytotox: qHTS of GLP-1 Receptor Inverse Agonists: Cytotox Screen. HEK293 cAMP-luciferase reporter cells, luminescence, 24 h. Potency, µM (highest dose often 38.3 µM), without a hit: at the top dose activity change, negative = inhibition, actives largely listed as inhibitors. hit rate 0.13% among 410,000;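 further: loss of luciferase light is scored as toxicity; potency means the concentration at half of the fitted maximal effect; on the % scale 0 is the no-effect control and ±100 the full control effect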
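Here, cytotoxicity is scored as loss of luminescence. The MLSMR collection was tested on cells seeded in medium containing 10% Nu serum, with a 24 hr compound exposure preceded by 12 hours of culture.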
* = called active by the depositor; ? = inconclusive; · = no result given; [ ] = remark or other dose. Unless noted, the call rests on the fitted dose curve; in most records, active means well fitted curve in the direction sought with a large enough effect; inconclusive means small, poorly fitted or top-dose-only effect, or another doubt; inactive means no such curve, though single readings can be large; an effect the other way counts as inactive or inconclusive.

SMILES | HT1080 IDH1KD tx | IL-1B inflam inh | HT1080-NT tox | MCF10A rerep | KB-3-1 tox | SW480 rereplic | KB-V1 MDR tox | D3 ag | GLP1R cytotox
O=S(=O)(NCc1cccnc1)c1ccc2c(c1)OCCO2 | 1.3% | 33.7 | 0.8% | 1.1% | -4.5% | -2.8% | -2.6% | 6.8 | -4.4%
Cc1ccc(Cl)c2sc(NC(=O)C3=COCCO3)nc12 | -9.5% | -17.4 | -16.5% | ? | -1.8% | -0.6% | 6.7% | 1.1 | 6.3%
CCCCOc1ccc(C(=O)NCCN2CCC(n3c(=O)[nH]c4ccccc43)CC2)cc1 | 16.4µM* | -16.8 | ? | · | -8.3% | · | ? | -10.6 | -1.8%
CC(OC(=O)COc1ccccc1[N+](=O)[O-])C(=O)Nc1ccc(N2CCOCC2)cc1 (configuration not stated) | 10.7% | 7.1 | -0.2% | -1.1% | -2.5% | 4.3% | ? | 8.2 | -1.8%
CCN(CC)S(=O)(=O)c1ccc(NC(=O)c2cc(C(=O)OC)cc([N+](=O)[O-])c2)cc1 | -2.8% | 10.5 | 3.5% | 9.7% | 2.7% | -4.4% | -25.6% | 1.2 | 7.4%
Cc1cc(C)c2c(=O)c3c(oc2c1)C(=O)N(CCO)C3c1cccc(O)c1 (configuration not stated) | -1.7% | -58.3* | 1.7% | 13.1% | 21.0% | 0.5% | -7.3% | -8.1 | 3.8%
CC(C)CCN1C(=O)c2ccc(C(=O)N3CCCCC3)cc2C1=O | -14.6% | 25.3 | -5.4% | 10.0% | 8.5% | -1.8% | 12.0% | 1.0 | 10.4%
CCOC(=O)N1CCN(C(=O)C2CCN(S(=O)(=O)c3c(C)cc(C)cc3C)CC2)CC1 | -5.4% | -6.9 | -1.1% | 1.8% | 21.5% | 11.7% | -6.8% | -0.4 | 2.3%
CCC(=O)N1CCc2cc(Br)cc(S(=O)(=O)Nc3ccccc3C(=O)OC)c21 | · | · | · | · | 0.0% | · | 3.1% | 6.0 | -6.8%
CCc1nc(N2CCOCC2)c(C#N)c2c1CCCC2 | -5.3% | -12.8 | -5.3% | 10.8% | -5.3% | -0.8%[9.22 µM] | ? | 0.8 | -10.3%
CCOC(=O)c1cccc(NS(=O)(=O)c2cc(-c3cnc(C4CC4)o3)ccc2C)c1 | · | · | · | · | -13.2% | · | -0.2% | -2.6 | -6.7%
CCCn1nc2cc(C(=O)NCc3ccccc3OC)ccc2c1OCC | 2.4% | -1.0 | -0.7% | 1.1% | 9.0% | 10.5% | -4.1% | -4.1 | -2.9%
CCOC(=O)C1(Cc2cccc(OC)c2)CCN(C(C)COC)CC1 (configuration not stated) | -3.9% | -6.5 | -0.8% | 11.2% | 1.7% | -13.4% | -10.4% | -11.3 | 12.0%
COc1ccccc1N1CC(C(=O)OC(C)C(=O)N2CCCc3ccccc32)CC1=O (configuration not stated) | -0.8% | 6.7 | 0.3% | ? | -0.8% | 5.7% | 5.1% | 1.6 | -5.2%
Cc1nc2cccnc2n1C1CCN(C(=O)Nc2ccccc2C(F)(F)F)CC1 | · | · | · | · | 5.7% | · | 2.1% | 6.6 | -6.6%
CC(C)c1nnc(NC(=O)COc2ccc3ccccc3c2)s1 | 20.4% | 6.1 | 7.9% | 15.5% | -12.3% | -3.8% | 12.0% | 3.6 | -10.2%
CC1(C)C2CCC1(CS(=O)(=O)N1CCCc3ccccc31)C(=O)C2 (configuration not stated) | -0.2% | 0.0 | 0.2% | ? | 1.9% | 23.5% | 3.7% | -1.9 | 7.8%
CS(=O)(=O)c1ccccc1-c1nnc(NC(=O)Cc2ccccc2)o1 | 1.2% | -50.2* | -16.6% | -0.7% | -9.9% | 4.6% | 0.0% | -8.3 | 0.7%
CC1CCCN(C(=O)c2ccc3nc[nH]c3c2)C1 (configuration not stated) | 7.9% | -1.9 | 7.8% | -0.6% | 7.2% | -6.4% | 6.5% | 1.9 | -8.6%
O=C(O)c1cc(-c2ccccc2)on1 | 18.9% | 12.4 | 1.4% | -7.3% | 7.6% | -5.5% | 7.3% | 2.1 | 10.9%
NC(=S)NN=C1CCC(C2CCCCC2)CC1 (configuration not stated) | -4.9% | ? | 1.4% | 20.7% | -10.8% | -0.3% | -6.6% | -11.3 | ?
Cc1ccc(-n2nc(C(=O)O)cc2-c2ccccc2)cc1 | 2.9% | 13.9 | 2.2% | -17.6% | 14.6% | -2.1% | 4.7% | 11.4 | 0.3%
COc1ccc(Cn2c(=O)[nH]c3cc(C(=O)N4CCN(c5ccc(OC)cc5)CC4)ccc3c2=O)cc1 | 4.1% | 11.1 | 12.4% | -0.5% | 2.4% | -13.6% | 9.6% | 28.3 | 11.4%
Cc1cccc(-n2ncc3c(N4CC(C)CC(C)C4)ncnc32)c1 (configuration not stated) | 14.8% | -1.7 | 29.9% | 29.3% | -13.5% | -1.9% | -0.1% | 18.7 | 8.8%
COc1cc(NC(=O)COc2ccc(F)cc2)nc(OC)n1 | 1.8% | -1.2 | 0.6% | ? | 7.2% | 20.6µM* | -16.4% | 6.5 | 5.3%
CCCCOc1ccccc1Cn1c(=O)sc2ccccc21 | · | · | · | · | 8.2% | · | -6.6% | 1.7 | -1.8%
O=C(CSc1nc2nc(-c3cccs3)cc(C(F)(F)F)c2c(=O)[nH]1)C(F)(F)F | ? | 6.6 | ? | -2.0% | ? | -0.9% | ? | -5.3 | 42.0%[activator]
Cc1cc(C)c2c(N)c(S(=O)(=O)Cc3ccccc3)sc2n1 | -3.2% | -7.6 | -1.4% | -9.0% | -5.5% | -7.5%[9.22 µM] | -15.3% | 4.1 | -7.3%
Oc1ccc(-c2[nH]ncc2-c2ccc(Cl)cc2)c(O)c1 | -20.5% | -7.5 | -12.8% | 17.7% | -21.0% | -4.0% | -8.9% | -0.9 | -1.2%
Cc1oc2ncn(CC(C)C)c(=O)c2c1C(=O)N1CCN(c2ccc(F)cc2)CC1 | · | · | · | · | 3.4% | · | -7.1% | 0.0 | -4.2%
COCCNC(=S)NN=C1CCCCCC1 | 3.6% | 7.0 | -5.0% | 8.2µM* | 8.0% | ? | -1.2% | -4.2 | ?
COC(=O)[C@]12CCCCC=C1N(Cc1ccccc1)C(=O)[C@H](CC(=O)NCC13CC4CC(CC(C4)C1)C3)C2 | ? | -24.1 | ? | · | ? | · | ? | -4.6 | -23.1%
COc1ccc(CN(C)C(=O)CCN2C(=O)c3ccccc3C2=O)c(OC)c1OC | 6.7% | -5.6 | 7.3% | 5.8% | 0.1% | 0.4% | 14.2% | 11.1 | 6.5%
Cc1cccc(Cn2c(=O)n(CCCC(=O)NCc3ccco3)c(=O)c3ccccc32)c1 | ? | ? | ? | ? | 9.2µM* | 20.6µM* | 14.6µM* | -1.0 | -2.9%[1.53 µM]
NC(=O)[C@@H]1CCNc2c(I)cc([N+](=O)[O-])cc2C(=O)N[C@@H](CCC(=O)O)C(=O)N[C@@H](CO)C(=O)N1 | 10.2% | 9.2 | 26.6% | -1.6% | ? | -3.5% | -19.6% | 3.1 | ?
CC(C)c1ccc(NC(=O)NC2CCCCC2)cc1 | ? | 1.8 | ? | ? | -28.5% | 21.8% | ? | -11.9 | -11.5%
COc1cccc(CNc2ncnc3onc(-c4ccc(F)cc4)c23)c1 | · | · | · | · | -9.6% | · | -8.9% | 3.9 | 14.9%
O=C1CC(c2ccc(Cl)cc2)CC(O)=C1C=NCc1ccc(Cl)c(Cl)c1 (configuration not stated) | 14.1% | 0.0 | 19.3% | ? | 5.8% | -2.9% | 12.8% | 0.4 | 2.0%
CCSc1ccc(C(=O)NCC(=O)O)cc1 | 14.6% | 6.6 | 14.9% | 3.5% | -2.9% | -3.6% | 2.3% | -3.4 | -0.5%
COc1cc(NC(=O)Cc2cccs2)c(C(=O)O)cc1OC | 9.3% | -13.4 | 13.5% | 0.9% | 0.1% | -9.8% | -20.5% | 11.5 | -11.3%

Fetched by compound from the list above (two):
SMILES | HT1080 IDH1KD tx | IL-1B inflam inh | HT1080-NT tox | MCF10A rerep | KB-3-1 tox | SW480 rereplic | KB-V1 MDR tox | D3 ag | GLP1R cytotox
COc1cccc(CNc2ncnc3onc(-c4ccc(F)cc4)c23)c1 | · | · | · | · | -9.6% | · | -8.9% | 3.9 | 14.9%
CCSc1ccc(C(=O)NCC(=O)O)cc1 | 14.6% | 6.6 | 14.9% | 3.5% | -2.9% | -3.6% | 2.3% | -3.4 | -0.5%

The list goes on.
SMILES | HT1080 IDH1KD tx | IL-1B inflam inh | HT1080-NT tox | MCF10A rerep | KB-3-1 tox | SW480 rereplic | KB-V1 MDR tox | D3 ag | GLP1R cytotox
Cc1nc2ccccn2c1C(=O)N/N=C/c1cc(C)n(-c2ccc(Cl)cc2)c1C | -19.6% | 6.2 | -10.5% | 3.4% | -4.7% | 0.9% | -27.5% | -1.3 | -17.2%
COc1cc(-c2noc(C)c2-c2ccc(N(C)C)nc2)cc(OC)c1OC | 0.184µM* | 81.1 | 0.0058µM* | ? | 0.0065µM* | 0.291µM* | 0.206µM* | -5.5 | -37.9%
Cc1ccc(C(=O)N/C(=C\c2ccco2)C(=O)N2CCOCC2)cc1C | 11.8% | -10.6 | 9.6% | 0.6% | 15.6% | 2.1% | -9.4% | 4.7 | 8.9%
CCC(=O)Nc1nnc(Sc2ccc(N(C)C)cc2)s1 | -13.1% | 15.4 | -19.1% | 1.9% | 2.2% | -4.4% | 7.2% | -4.4 | -7.5%
NC(=S)Nc1cc2ccccc2c2ccccc12 | -23.9% | 9.2 | -2.7% | 2.1% | -4.3% | -2.9% | -6.1% | -2.6 | -25.4%
